Screens (PubChem)
Pol kappa inh – inhibitors of human DNA polymerase kappa; Q9UBT6; AID 588579; 0.53% of 400,000 active; purified Pol kappa, fluorescent DNA synthesis assay, 10 min; Potency, µM (doses to about 107 µM), for inactives: top-dose activity, negative = inhibition, hits mostly inhibitors; also: potency is read from the fitted curve at half-maximal effect; % is scaled to controls: 0 for no effect and ±100 for the full control effect
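10 nM Pol kappa preincubated 15 min at room temperature with compounds, then reaction started with substrate at 50 nM final. Fluorescence read kinetically at 0 and 10 min; buffer-only wells served as negative control.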
TRHR ag – activates the human TRH receptor. P34981. TRHR cells, calcium flux fluo-8, FDSS agonist mode. activation, % at 2 µM. 0.18% of 360,000 active. AID 493084; in the data active = activation above about 30%; also: 0% is about no effect
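Steps: seed TRHR cells overnight; add fluo-8 no-wash Ca dye, RT 30 min–1.5 h; record 10 s baseline; pin-transfer compounds; monitor fluorescence 1 cycle/s for the agonist window. Calcium increases flag candidate agonists.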
12-LOX inh – inhibitors of human 12S-lipoxygenase ALOX12. purified 12hLO, xylenol orange hydroperoxide absorbance. P18054. Potency, µM (doses to about 108 µM), without a hit: at the highest dose activity change, negative = inhibition, hits mostly inhibitors. 1.1% of 580,000 active; also: potency is read from the fitted curve at half-maximal effect; % is scaled to controls: 0 for no effect and ±100 for the full control effect
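Purified human 12hLO (150 nM final) in 25 mM Hepes, 0.01% Triton X-100, pH 7.0 was preincubated 15 min at room temperature with compound. Then 40 uM arachidonic acid was added, 30 min. Hydroperoxide was read by Fe-XO absorbance ratio 573/405 nm.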
Anesthetic bind – binds horse apoferritin like a general anesthetic | Potency, µM (series often up to 77.5 µM), for inactives: at the highest dose activity change, negative = displacement, actives largely listed as inhibitors | P02791 | AID 485281 | apoferritin/1-aminoanthracene competitive binding, fluorescence | 0.074% of 350,000 active; also: potency is read from the fitted curve at half-maximal effect; % is scaled to controls: 0 for no effect and ±100 for the full control effect; nearly all actives have a fitted effect of over 20% in size
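Horse-spleen apoferritin (10 uM) was mixed with 50% saturated 1-aminoanthracene in PBS, exposed to compounds for 10 min at room temperature, and read for fluorescence (ex 380 nm, em 535 nm). Competitive displacement was fitted with a four-parameter Hill equation.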
ERG Ets-DNA blk – ERG Ets/DNA interaction inhibition. fluorescence polarization, His-ERG Ets domain / labelled DNA. 0.028% of 370,000 active. P11308. AID 624246. Potency, µM (doses to about 76.9 µM), for the others: at the top dose FP activity, negative = inhibition, usual class: inhibitors; active = well fitted inhibition curve with a large enough effect in the polarisation, with a control signal flat; inconclusive = small, poorly fitted or top-dose-only effect, or effect the other way, or a change in a side signal; inactive = no such curve, though single readings can be large or run the other way; the % refers to the polarisation;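 also: polarization taken with two DNA probes labelled with fluorescein and Texas red; potency is read from the fitted curve at half-maximal effect; % of control where 0% means no effect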
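His-tagged ERG Ets domain (1 uM in the protein solution; 300mM KCl, 50mM Tris-HCl, 1mM EDTA, 1mM DTT, pH 7.5) received compound, then a probe mix of 5 nM fluorescein-DNA and 100nM Texas-615-DNA. Fluorescence polarization was read for both dyes.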
Pol beta inh – DNA polymerase beta (human) inhibition; AID 485314; Pol beta primer extension/strand displacement, fluorescence kinetic; 1.3% of 340,000 active; P06746; Potency, µM (top dose mostly 114 µM), without a hit: top-dose activity change, negative = inhibition, actives largely listed as inhibitors; also: potency is read from the fitted curve at half-maximal effect; % is scaled to controls: 0 for no effect and ±100 for the full control effect
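Homogeneous kinetic assay of primer extension and strand displacement by 10 nM Pol beta, preincubated 15 min at room temperature with compound before 50 nM substrate (final) was added. Read at 0 and 10 min; four-parameter Hill fit.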
Pol iota inh – inhibitors of human DNA polymerase iota; Q9UNA4; Pol iota fluorescent replication assay, 10 min; Potency, µM (doses to about 115 µM), for inactives: at the highest dose activity, negative = inhibition, actives largely listed as inhibitors; 1% of 390,000 active; also: potency is read from the fitted curve at half-maximal effect
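Pol iota at 10 nM preincubated 15 min with compounds at room temperature; reaction started with fluorescent substrate, 50 nM final. Fluorescence read kinetically at 0 and 10 min; buffer-only wells as negative control.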
BLM inh – inhibitors of human Bloom syndrome helicase BLM | 0.2% of 350,000 active | recombinant BLM DNA unwinding, fluorescence dequenching | P54132 | Potency, µM (top dose mostly 56.1 µM), inactives show top-dose activity change, negative = inhibition, actives largely listed as inhibitors;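 also: potency is read from the fitted curve at half-maximal effect; plate controls were vehicle for no effect and no enzyme for full effect; nearly all actives have a fitted effect of over 35% in size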
APEX1 inh – blocks human APE1 abasic DNA cleavage | 0.35% of 350,000 active | AID 2517 | recombinant APE1, TAMRA/BHQ-2 abasic DNA cleavage fluorescence | P27695 | Potency, µM (series often up to 65.8 µM), for inactives: top-dose activity change, negative = inhibition, hits mostly inhibitors;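 also: potency is read from the fitted curve at half-maximal effect; plate controls were vehicle for no effect and reference inhibitor for full effect; nearly all actives have a fitted effect of over 55% in size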
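Quantitative HTS: incision of a TAMRA/BHQ-2 double-stranded substrate bearing a tetrahydrofuran abasic site by 0.75 nM APE1 raises fluorescence. Substrate 50 nM final, added after 15 min compound preincubation at room temperature; progress as third-minus-first kinetic read difference.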
* marks the source's active call; other numbers are inactive results; ? = inconclusive; · = no result given; [ ] = remark or other dose. Unless noted, calls follow the shape of the dose curve; as a rule, active = well fitted curve in the direction sought with a large enough effect; inconclusive = small, poorly fitted or top-dose-only effect, or another doubt; inactive = no such curve, though single readings can be large; an effect the other way counts as inactive or inconclusive. Not all compounds are listed; the hit share may differ from the screen's.

| item | structure | Pol kappa inh | TRHR ag | 12-LOX inh | Anesthetic bind | ERG Ets-DNA blk | Pol beta inh | Pol iota inh | BLM inh | APEX1 inh |
| --- | --- | --- | --- | --- | --- | --- | --- | --- | --- | --- |
| 1 | COc1ccc(Oc2ncc3ncc(=O)n(Cc4cccc(OC)c4)c3n2)cc1 | -0.3%[60.1 µM] | · | 0.0% | · | · | · | · | -4.2% | -1.4% |
| 2 | O=C(Nc1ccccc1-c1ccccc1)NC1CC2CCCC(C1)N2Cc1ccc(F)cc1 (stereo not drawn) | -1.8% | 2.1 | -1.9% | -19.5% | 2.3% | -9.7% | 19.3% | 3.8% | -1.3% |
| 3 | COc1ccc(NC(=O)CC2C(=O)N(c3cccc(OC)c3)C(=O)N2CCC2=CCCCC2)cc1 (stereo not drawn) | -7.6% | -1.7 | -18.9% | 151.4%[activator] | -3.2% | 1.1% | -5.2% | -13.0% | · |
| 4 | CCOC(=O)C1CCC(CN(Cc2ccccc2)S(=O)(=O)c2ccc(Cl)cc2)CC1 (stereo not drawn) | -12.1%[60.1 µM] | 2.7 | 1.5% | 91.3%[activator] | -0.7% | 9.9% | -3.9% | -5.5% | · |
| 5 | CCn1cc2nc(SCC(=O)Nc3cc(OC)cc(OC)c3)n(Cc3ccc(Cl)cc3)c(=O)c2n1 | 6.3% | 3.0 | -13.0% | 30.1%[activator] | -2.4% | 1.5% | 24.6% | -7.8% | · |
| 6 | COc1cccc(OCC(=O)Nc2cc(NC(=O)COc3cccc(OC)c3)cc(C(=O)O)c2)c1 | -23.1% | 0.2 | ? | -11.0% | 0.6% | 6.5% | -23.1% | 2.6% | 11.0% |
| 7 | CSc1nn(Cc2ccccc2C)c(NC(C)=O)c1S(=O)(=O)c1ccc(C)cc1 | -1.3% | -0.1 | ? | ? | -1.8% | -9.0% | 9.1% | -6.4% | · |
| 8 | Cc1nn(Cc2ccc(Cl)cc2Cl)c(C)c1NC(=O)Cn1nc([N+](=O)[O-])c(Cl)c1C | -5.7% | 0.2 | ? | -8.9% | 7.9% | 6.4% | -6.6% | -3.1% | 18.0% |
| 9 | CSc1nsc(/C=C/Nc2ccc(F)cc2F)c1C#N | -22.3% | 1.2 | · | -14.0% | 42.1%[activator] | -8.1% | 118.8%[activator] | -20.6% | -11.2% |
| 10 | CCOc1ccccc1N1CCN(CC(=O)NCCc2ccc(S(N)(=O)=O)cc2)CC1 | -4.7% | 0.2 | ? | -2.5% | 11.5% | ? | -24.1% | 0.7% | -6.6% |
| 11 | CN(C)C(CNC(=O)c1cc(S(=O)(=O)N(C)c2ccccc2)ccc1Cl)c1cccs1 (stereo not drawn) | 5.6% | -0.3 | 11.1% | -14.5% | -3.5% | -10.4% | 146.7%[activator] | -2.1% | 16.3% |
| 12 | Cc1ccc(NC(=S)N2CCN(c3nccc(C(F)(F)F)n3)CC2)c(C)c1 | -19.3% | 0.2 | 372.9%[activator] | 2.9% | -7.6% | 1.9% | 57.0%[activator] | -6.3% | 6.5% |
| 13 | Cc1ccc(/C=C/c2onc(C)c2S(=O)(=O)N2CCC(C(=O)N3CC(C)Oc4ccccc43)CC2)cc1 (stereo not drawn) | -10.5%[60.1 µM] | 0.2 | -5.6% | -7.7% | -8.2% | 1.5% | -3.2% | -8.3% | · |
| 14 | NC1=NC[C@H](c2ccccc2)N1CCCCC1CCCCC1 | 0.0% | 0.1 | ? | -7.7% | -2.4% | 24.0% | -6.8% | -8.9% | 0.0% |
| 15 | Cc1ccc(C(=O)NCC(=O)OCc2csc(-c3ccccc3)n2)cc1 | -17.3% | -1.0 | -8.9% | ? | -3.8% | 0.3% | 13.2% | -9.3% | 6.0% |
| 16 | Cn1nccc1C(=O)N1CCN(C23CC4CC(CC(C4)C2)C3)CC1 | -13.2% | -0.7 | 245.9%[activator] | -9.9% | -7.7% | 38.5% | 48.7%[activator] | -0.8% | 6.5% |
| 17 | CCOC(=O)C(N)CSC1CC(=O)N(c2ccc(C(=O)OC)cc2)C1=O (stereo not drawn) | -4.7% | -0.1 | ? | -15.4% | 11.7% | 4.2% | -7.3% | -1.2% | 0.2% |
| 18 | COc1ccc(OC)c(C=NNC(=O)c2ccccc2NS(=O)(=O)c2cccs2)c1 | -2.6% | · | 13.3% | · | -13.4% | · | 7.8% | · | 9.6% |
| 19 | CCn1cc(C(=O)N2CCN(c3cc(C)ccc3C)CC2)c(=O)c2cc(S(=O)(=O)N3CCCCC3)ccc21 | -8.4% | -1.2 | -15.4% | ? | -1.5% | 20.2% | ? | 1.3% | · |
| 20 | COc1cc2ccccc2cc1C(=O)N1CCc2ccccc21 | -3.4% | -0.2 | -2.5% | · | 10.3% | · | 28.2% | · | 24.6% |
| 21 | CCC(C)NC(=O)NC(=O)N(C1CCCCC1)S(C)(=O)=O (stereo not drawn) | 0.5% | -0.1 | 0.0% | -8.7% | -6.6% | ? | -4.1% | 0.7% | 2.1% |
| 22 | COc1ccc(-c2cc(C(=O)N3CCOCC3)no2)cc1 | 2.3% | -0.1 | -12.3% | 1.4% | 18.1% | 7.5% | 49.3%[activator] | -0.3% | 79.4%[activator] |
| 23 | COc1cc(C=NNC(=O)c2ccccc2NS(=O)(=O)c2cccs2)cc(OC)c1O | -10.6% | · | 74.7% | · | · | · | ? | · | 5.7% |
| 24 | Cc1ccnc(NS(=O)(=O)c2ccc(NC(=O)CCOc3ccccc3)cc2)n1 | -12.5% | -0.5 | 0.0% | -3.7% | -6.6% | -6.8% | 1.3% | -2.8% | 27.6% |
| 25 | Clc1ccc(Nc2c(-c3cccs3)nc3ccc(Cl)cn23)cc1 | -10.6% | 1.6 | -23.4% | -0.1% | -2.0% | 26.9% | -2.3% | -2.8% | · |
| 26 | CC1(C)C(C#N)=C(N)OC2=C1C(=O)CCC2 | -11.6% | 0.7 | 7.6% | -12.1% | · | 6.0% | 10.0% | 0.5% | 12.1% |
| 27 | C#CCOCCOCCOCCNc1nc(N2CCN(C(=O)[C@H](Cc3cc4ccccc4[nH]3)n3cc([C@@H](N)C(C)CC)nn3)CC2)nc(N2CCN(C(=O)[C@H](CCCCN)n3cc([C@@H](N)CC(C)C)nn3)CC2)n1 (stereo partly drawn) | -9.6% | -0.1 | · | -4.7% | -7.2% | 27.6% | -2.1% | 70.4%[activator] | 8.1% |
| 28 | Cc1nnc2ccc(-c3cccc(NC(=O)c4ccc(Cl)nc4)c3)nn12 | -12.1% | -5.2 | 8.2% | -2.8% | 3.5% | 5.3% | -11.4% | 19.6% | 9.2% |
| 29 | O=C(OCc1cc(Cl)ccc1OC(F)F)c1cncc(Br)c1 | -3.0% | 0.1 | 8.9% | -13.3% | -1.1% | -13.3% | 119.3%[activator] | -6.2% | -2.4% |
| 30 | COCCCn1c(C)nnc1SCC(=O)NNC(=O)COc1ccc(Cl)cc1 | 3.9% | -1.4 | -10.9% | -0.9% | -6.3% | 3.0% | -2.5% | 0.5% | 72.6%[activator][12.4 µM] |
| 31 | CCOC(=O)CNC(=O)CC(c1cc(OC)c(OC)c(OC)c1)N1Cc2ccccc2C1=O (stereo not drawn) | 5.3% | -0.2 | 0.0% | -12.4% | 0.7% | 2.1% | 9.9% | 0.3% | · |
| 32 | COc1ccc(-c2nc3sc(CCNC(=O)C(=O)Nc4cccc(NC(C)=O)c4)c(C)n3n2)cc1 | -0.7%[60.1 µM] | 1.5 | -6.9% | -11.0% | 11.7% | 12.6µM* | 4.1% | -11.4% | · |
| 33 | Cc1cc(=O)n2[nH]c(-c3ccc(F)cc3)cc2n1 | -9.6% | 0.1 | 0.0% | -10.7% | -12.4% | 3.6% | 9.6% | 3.0% | -10.2% |
| 34 | Cc1cc(C)nc(Nc2n[nH]c(COc3ccc(Cl)cc3)n2)n1 | -3.4% | 2.4 | -7.8% | -11.2% | -4.0% | 9.5% | 29.3% | -1.5% | 11.0% |
| 35 | CCOC(=O)CN(Cc1sccc1C)C(=O)Nc1cccc(OC)c1 | -4.1% | 0.9 | -1.0% | -11.0% | · | -0.9% | -15.7% | -2.7% | -5.4% |
| 36 | O=C(CCS(=O)(=O)c1ccccc1)Nc1nc(-c2ccccn2)cs1 | -9.8% | · | 4.2% | · | -0.3% | · | -3.9% | · | · |
| 37 | O=C(c1csnn1)N1CCC2(CCCN(Cc3cc(C(F)(F)F)cc(C(F)(F)F)c3)C2)CC1 | 2.4%[60.1 µM] | · | -4.3%[57.4 µM] | · | · | · | · | -1.5% | -2.4% |
| 38 | CC(=O)c1ccc(S(=O)(=O)NCCC(=O)NC2CCN(Cc3ccccc3)CC2)cc1 | -9.4% | · | ? | · | 1.1% | · | 19.6% | · | 1.8% |
| 39 | N#Cc1cccc(NC(=O)Cn2cnc(S(=O)(=O)N3CCCCC3)c2)c1 | -7.8% | 1.7 | -10.6% | -9.4% | 2.8% | 7.8% | -11.4% | -1.9% | 32.9% |
| 40 | O=C(COc1ccccc1Cl)NNC(=O)C1CCCO1 (stereo not drawn) | -1.7% | 0.0 | -8.1% | 8.7% | -6.8% | -10.3% | 16.2% | 0.2% | 2.9% |
| 41 | Cc1c(/C=C/C(=O)c2ccccc2)cnn1C | 4.1% | 0.1 | 23.1% | -18.4% | 1.9% | 7.1% | ? | -1.4% | -2.7% |
| 42 | N#Cc1cccc(NC(=O)N2CCC3(CC2)CCN(C(=O)c2cnccn2)CC3)c1 | 1.3%[60.1 µM] | · | -28.2%[57.4 µM] | · | · | · | · | 0.8% | -1.3% |
| 43 | Cc1[nH]c2ccc(C(=O)NCCCN3CCCCCC3)cc2c1C | 6.1% | 0.0 | -20.9% | -7.1% | 16.4% | 14.1% | 11.3% | 1.8% | 61.7%[activator] |
